# PLCb3 inh – blocks human PLC-beta3 enzyme activity; Q01970; Purified PLC-beta3, fluorogenic substrate, fluorescence; inhibition, % at 12.2 µM; 370,000 tested, 0.18% active; AID 720704; in the data active means inhibition above about 11%;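 further: 0% = median of compound wells on plate and 100% = full blocker control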
# ssDAF12 agonist – S. stercoralis DAF-12 activation, primary screen | HEK293 ssDAF-12/GRIP1 lit1-tk-luc reporter, luminescence; % of 3 µM dafachronic acid response | activation, % at 6.8 µM | 370,000 tested, 1% active | AID 652126;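 active means activation above the mean over all tested compounds plus 3 SD, cut at about 0.9% in these data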;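 further: 0% = DMSO-only wells and 100% = 3 µM delta7-dafachronic acid wells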
# hgDAF12 agonist – agonists of H. glycines DAF-12 nuclear receptor; activation, % at 6.8 µM; HEK293 GAL4-hgDAF12 UAS-luciferase reporter, agonist luminescence; normalized to butyrate control; 370,000 tested, 1.8% active;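 active means activation above a cutoff set at the mean of all screened compounds plus 3 SD, cut at about 10% in these data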;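 further: 0% = DMSO wells and 100% = sodium butyrate wells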
# sPLA2-III inh – Blocks human group III sPLA2 activity; Q9NZ20; QFRET BODIPY PC-A2 liposome hydrolysis, fluorescence; inhibition, % at 12.2 µM; 370,000 tested, 0.56% active; AID 743126;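 active means inhibition above mean plus 3 SD of compounds lying within the high and low control bounds, cut at about 19% in these data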;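 further: 0% = median of test compound wells and 100% = no enzyme DMSO wells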
# PG9 binder – binds the HIV-1 gp120 antibody PG9; TR-FRET gp120-PG9 antibody binding; inhibition, % at 6.7 µM; 360,000 tested, 0.43% active; AID 624416; in the data active means inhibition above about 8.5%
# Rev-erbA mod – modulates human Rev-erb alpha binding to DNA | Rev-erbα–FITC-DNA binding, fluorescence polarization, 90 min | activity, % at 10 µM | 370,000 tested, 0.79% active | AID 1259318;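 active means activity above about 14%, limit read from the data; passing the limit was not always enough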;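 further: 0% = DMSO wells with 35 nM protein and 100% = DMSO wells with 750 nM protein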
# Target sequence (P20393 whole entry, looked up): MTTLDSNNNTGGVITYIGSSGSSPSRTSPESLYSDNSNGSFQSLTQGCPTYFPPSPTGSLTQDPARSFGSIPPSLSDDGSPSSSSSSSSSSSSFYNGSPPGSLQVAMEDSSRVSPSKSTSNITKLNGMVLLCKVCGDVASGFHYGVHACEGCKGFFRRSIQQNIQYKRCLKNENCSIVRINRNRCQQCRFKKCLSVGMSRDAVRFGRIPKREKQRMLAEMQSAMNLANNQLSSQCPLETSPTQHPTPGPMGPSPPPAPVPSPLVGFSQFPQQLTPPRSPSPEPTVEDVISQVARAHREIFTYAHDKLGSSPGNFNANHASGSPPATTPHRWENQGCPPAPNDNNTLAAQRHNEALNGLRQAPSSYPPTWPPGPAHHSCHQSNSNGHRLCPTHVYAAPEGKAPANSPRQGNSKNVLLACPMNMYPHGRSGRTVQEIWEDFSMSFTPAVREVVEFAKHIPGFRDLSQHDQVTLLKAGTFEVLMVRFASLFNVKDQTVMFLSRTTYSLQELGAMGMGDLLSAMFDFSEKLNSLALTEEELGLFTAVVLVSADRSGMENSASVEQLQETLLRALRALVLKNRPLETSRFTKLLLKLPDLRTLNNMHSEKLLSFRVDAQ
# SMARCA2 act – increases SMARCA2 function in MMTV reporter cells. AID 652017. MG213 cells, MMTV-luciferase reporter, dexamethasone, overnight. 370,000 tested, 1% active. activation, % at 9.1 µM; in the data active means activation above about 7.8%;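 further: 0% = vehicle wells and 100% = reference activator wells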
# GAA850 FXN act – frataxin GAA850 promoter activation. HEK293 lucGAA850 FXN promoter luciferase reporter, 24 h; percent of 10 µM SAHA response. activation, % at 6 µM. 360,000 tested, 0.56% active. AID 540364;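 active means activation above the average of all compounds screened plus 3 SD, cutoff fixed separately per campaign, cut at about 7.5% in these data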;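 further: 0% = DMSO wells and 100% = 10 µM SAHA wells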
# DAX1 inh-1 – NR0B1 (DAX1) inhibition; inhibition, % at 6.75 µM; 340,000 tested, 0.99% active; HEK293 Gal4-DAX1 luciferase reporter, luminescence; P51843; AID 504766;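 active means inhibition above the mean over all tested compounds plus 3 SD, cut at about 4.2% in these data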;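 further: 0% = DAX1-transfected cells with DMSO and 100% = empty-vector control cells with DMSO; inhibition shows as a rise in luminescence from relieved DAX1 repression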
# Target sequence (P51843 207-470 limits assumed): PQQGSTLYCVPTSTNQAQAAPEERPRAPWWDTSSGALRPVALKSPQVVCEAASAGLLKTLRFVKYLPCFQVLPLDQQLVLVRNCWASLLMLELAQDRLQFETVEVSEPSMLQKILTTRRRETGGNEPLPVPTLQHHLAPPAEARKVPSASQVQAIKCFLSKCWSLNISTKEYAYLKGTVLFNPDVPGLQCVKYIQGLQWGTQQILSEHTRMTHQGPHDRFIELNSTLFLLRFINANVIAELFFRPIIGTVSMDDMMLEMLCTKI
# DAX1 inh-2 – DAX1 (NR0B1) inhibition, primary screen; HEK293T StAR-luciferase reporter, SF-1/DAX-1 repression relief; inhibition, % at 6.8 µM; 370,000 tested, 1.1% active; AID 652010;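 active means inhibition above the mean over all tested compounds plus 3 SD, cut at about 3.6% in these data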;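 further: 0% = DAX-1 cells with DMSO and 100% = cells lacking DAX-1 with DMSO; higher inhibition means more luminescence from relief of DAX-1 repression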
# hcDAF12 agonist – H. contortus DAF-12 activation, primary screen. HEK293 hcDAF-12 lit1-tk-luc reporter, luminescence; 0% DMSO, 100% Δ7-dafachronic acid. activation, % at 6.8 µM. 370,000 tested, 1.4% active. AID 652067;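 active means activation above the mean of all tested compounds plus 3 SD, cut at about 5.5% in these data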;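 further: 100% = response to 3 µM Δ7-dafachronic acid high control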
# An asterisk follows results filed as active; x = no result given.
Molecule,PLCb3 inh,ssDAF12 agonist,hgDAF12 agonist,sPLA2-III inh,PG9 binder,Rev-erbA mod,SMARCA2 act,GAA850 FXN act,DAX1 inh-1,DAX1 inh-2,hcDAF12 agonist
O=C(O)c1ccc(CSc2nc3ccc(NC(=O)c4ccccc4C(=O)O)cc3s2)cc1,-12,-0.7,0.1,-4,-1.6,-2,0,-0.4,-0.9,-0.1,0.6
CC(OC(=O)Cn1c(C(F)(F)F)nc2ccccc21)C(=O)N1CCCc2ccccc21 (centres undefined),-4,-1.0,-0.3,-8,-0.8,-10,0,-2.2,1.0,-0.4,-0.7
O=C(CSc1nnc(NC(=O)c2c(F)cccc2Cl)s1)Nc1ccccc1F,-4,-0.1,5.9,-11,-0.6,-4,1,0.8,-0.2,0.0,1.1
COCCCNCCCCOc1ccc(Br)cc1C,2,-0.2,3.9,11,-2.8,-1,3,1.0,1.1,0.9,-0.1
CN(CCc1ccccc1)C(=O)c1cccc(NC(=O)Cc2cccc(NC(=O)C3CCCN(C(=O)C4CCCC4)C3)c2)c1 (centres undefined),3,-0.8,-1.1,-18,1.7,6,-5,-0.2,-2.2,-1.7,-0.1
COc1ccc2c(c1)C(C)=CC(C)(C)N2S(=O)(=O)c1ccc(NC(C)=O)cc1,-6,-1.1,-5.3,-9,-1.7,2,-2,-2.2,1.1,0.1,-0.1
CCN(CC)S(=O)(=O)c1ccc(C(=O)N(c2ccccc2)C2C=CS(=O)(=O)C2)cc1 (centres undefined),10,-1.7,-4.7,6,-1.6,2,2,1.5,2.6,-0.9,-0.6
COCCCn1c(SCc2ccc(OC)cc2)nc2cc(OC)c(OC)cc2c1=N,-1,-1.7,-2.6,-50,1.0,5,-3,3.1,0.7,-1.7,-1.4
COc1ccc2c(c1)O/C(=C\c1sccc1C)C2=O,-35,-1.0,11*,3,-3.0,-8,2,3.0,0.0,0.1,2.1
CCOC(=O)c1c(NC(=S)Nc2ccc(Cl)cc2)sc2c1CCN(C)C2,-70,-0.6,1.9,-16,-1.4,7,0,1.1,-2.2,0.3,-2.0
Cc1ccnc(NC(=O)c2cccc(NC(=O)COc3ccccc3)c2)c1,3,-1.7,2.1,-4,-1.1,-2,4,3.6,-0.1,0.1,-2.1
C/C(Cl)=C\CSc1nnc2n(N)c(=O)c3ccccc3n12,-3,-1.1,-1.2,-2,-2.1,-4,0,1.5,0.1,-0.2,-1.8
CCOC(=O)Cc1csc(NC(=O)CSc2nnc(C3CC3)n2C)n1,3,-1.4,-1.7,6,-0.8,0,2,-1.4,0.4,-0.5,0.1
COc1cccc(C2/C(=C(\O)c3ccc4c(c3)OCCO4)C(=O)C(=O)N2c2nnc(C)s2)c1 (centres undefined),-41,-1.2,2.2,-2,0.9,-5,0,0.6,-0.5,2.5,-0.6
C=CCN(CC=C)S(=O)(=O)c1ccc2nc(NC(=O)C(C)C)sc2c1,-1,-1.5,2.2,-15,-0.3,-5,-2,-3.4,-1.8,-1.7,-0.3
Cn1cc([N+](=O)[O-])cc1-c1nc2ccccc2n1C,0,-1.0,-0.9,4,-0.1,1,-1,1.2,-2.3,-0.5,-1.4
O=C(CCCN1C(=O)c2ccccc2C1=O)NCCCN1CCOCC1,1,0.1,-1.4,0,0.0,-1,-2,2.1,0.3,0.6,4.7
CCOc1ccc(CCNC(=O)C2CCN(S(=O)(=O)c3ccc(C)cc3)CC2)cc1OCC,-4,-1.4,0.8,3,-2.2,-2,-1,0.9,0.0,-0.7,-1.7
CCOC(=O)C1CCN(S(=O)(=O)c2cccc3nonc23)CC1,-1,-0.8,0.8,0,1.3,-3,-3,-1.2,-0.4,0.3,-1.9
CCOC(=O)C1=C(CSCC(=O)OC)NC(=O)NC1c1cc(C)ccc1C (centres undefined),1,-1.3,0.3,5,0.8,1,-2,-2.9,-0.2,-0.8,0.1
Cc1nc2ccccn2c1C(=O)NN=C1CCN(C)CC1,-5,-1.0,-0.4,5,-0.8,0,4,-0.2,-1.2,-0.2,1.3
O=C(CCOc1ccccc1)OCC(=O)c1cc2ccccc2o1,-6,0.1,-0.9,-24,-0.8,4,1,1.1,0.0,-0.2,1.3
Cn1c(=O)c(=O)n(C)c2cc(S(=O)(=O)CCC(=O)Nc3ccccc3C(F)(F)F)ccc21,2,-0.9,4.9,5,-1.2,-1,-3,0.2,0.7,0.8,1.1
COc1ccc(C(C)=O)cc1CSCCC(=O)O,2,-0.9,-0.5,-2,-0.1,-1,-1,0.9,0.0,-0.9,-0.8
Cc1onc(-c2ccccc2)c1C(=O)NCc1ccc(Cl)cc1,0,-0.7,-1.7,10,0.9,2,0,0.9,0.6,0.0,-0.7
CC(=O)c1c(C)nc(-c2ccccc2)nc1NC(=O)Cc1ccccc1,-9,-2.0,-1.4,4,-0.8,-3,-2,1.1,-0.9,-0.8,-1.4
CN=Cc1cc(-c2ccccc2)sc1O,3,-0.9,7.6,5,-9.2,6,0,3.1,-0.6,0.7,-1.1
CN1CCC(OC(=O)COc2ccc(F)cc2)CC1,-6,-2.2,-1.2,3,0.4,4,-1,2.1,-0.9,0.1,-1.3
O=C1CCN(Cc2ccc(Cl)cc2)N1,-4,-1.0,1.7,3,-1.4,-1,-1,0.7,-0.7,-0.7,1.5
Cc1ccc(-c2nc(Nc3ccc(O)cc3)c3ccccc3n2)cc1,-39,-0.2,5.6,-26,-1.2,7,4,3.3,-1.2,-0.6,1.8
O=C(NCc1cccnc1)c1csc2c1CCCC2,1,-1.6,0.2,10,0.4,-5,-4,3.2,1.9,-0.6,-3.1
Cc1onc(-c2ccccc2)c1C(=O)Nc1ccnn1C1CCCCC1,0,-1.3,-1.6,-5,-0.2,-6,-4,0.3,0.0,0.3,-1.0
CCc1nc(N2CCOCC2)c(C#N)c2c1CCCC2,-43,-1.1,-1.8,-6,-0.3,5,-2,0.9,-0.3,0.4,-2.0
CC(C)(C)c1ccc(Cn2nnc3c(=O)[nH]c(C4CCN(C(=O)c5ccco5)CC4)nc32)cc1,-9,-1.7,-1.8,-28,-0.7,-3,-2,1.3,1.0,-0.5,-2.9
CCOC(=O)C1CCCN(Cc2ccc(-c3ccccc3)cc2)C1 (centres undefined),-3,0.2,0.1,-1,-0.6,0,0,-0.5,-0.5,-0.5,-0.6
Cc1ccc(-c2csc(NC(=O)C3CCN(S(=O)(=O)c4cccs4)CC3)n2)cc1,2,-2.6,-7.9,0,2.1,-4,-8,-3.7,-3.4,-3.0,-5.3
O=C(NCc1ccco1)C1CC(c2ccc(C(F)(F)F)cc2)=NO1 (centres undefined),5,-1.4,1.1,1,-2.4,-1,1,-1.3,0.5,-0.1,-0.6
O=C(Nc1cccc(C(F)(F)F)c1)C1CC(=O)N(Cc2ccco2)C1 (centres undefined),3,-1.8,-0.1,7,-1.4,-5,-3,-0.1,3.5,0.1,1.6
CSc1cccc(NC(=S)N(Cc2ccc(C)cc2)Cc2cccnc2)c1,-4,-2.0,0.3,-4,-2.6,1,-5,0.8,0.0,-1.3,-2.3
O=C(C/C=N/OCc1ccc(Cl)cc1Cl)c1ccccc1,1,-1.1,1.1,0,1.8,-2,1,0.9,1.1,0.6,2.7
CCOc1ccc(C(=O)OC(C)CN2CCN(C)CC2)cc1 (centres undefined),-5,-0.9,-3.2,0,-1.0,1,-1,-2.2,-0.3,-0.2,-0.3
O=C(CCc1nc2cccnc2n1Cc1ccccc1)NCCc1ccc(Cl)cc1,-3,-1.9,-2.2,-6,0.0,-4,-1,-3.4,0.4,-0.7,-0.9
O=C(CSc1nnc(-c2ccc(Cl)cc2)n1C1CCCCC1)NN=Cc1c(O)ccc2ccccc12,-4,-0.5,2.1,4,x,-6,-5,x,x,-2.8,-1.4
COC(=O)C1=C(C(=O)OC)C(c2ccccc2O)c2sc(=O)[nH]c2S1 (centres undefined),-31,-0.1,-0.5,0,-4.1,-1,-1,-2.3,0.7,-0.7,-0.5
O=S(=O)(Cc1ccccc1)Nc1ccc(S(=O)(=O)N2CCCC2)cc1,-7,-1.8,4.0,-10,-0.6,1,-3,0.1,2.1,-0.1,-1.7
Cc1nc(N2CCCCC2)c2c(C)c(C(=O)Nc3ccccc3C(F)(F)F)sc2n1,-5,-0.9,-0.5,6,1.2,8,-5,2.9,-2.6,-0.5,-1.1
Cc1cc(SCC(=O)NC2(C#N)CCCCC2)nc2c(C)cccc12,1,-0.4,-1.6,3,23*,-2,-3,1.8,-0.3,0.7,-1.4
CCCCn1c(=O)[nH]c(=O)c2c1nc(-c1ccccc1F)n2Cc1ccccc1,-9,-1.5,-0.6,1,1.3,4,-4,0.7,-1.2,-0.9,-2.1
Cc1ccc(NC(=O)COC(=O)CCn2c(C)csc2=O)cc1S(=O)(=O)N1CCOCC1,-4,-1.2,-0.1,-5,-2.0,1,-1,1.7,-0.8,0.4,0.2
Cc1cc(NC(=O)C(=O)NCc2cccc(Cl)c2)no1,-3,-0.6,1.5,14,2.3,9,-5,1.7,5.5*,0.2,-1.8
O=C(O)C1CCCCC1C(=O)NCCc1ccccc1 (centres undefined),7,-2.0,-0.3,-5,-2.7,1,7,1.5,0.6,0.0,-0.3
CCOc1cc(C(=O)OCC(=O)c2c(C)[nH]c3ccccc23)ccc1OCC(=O)N1CCOCC1,-1,-1.1,-2.0,-27,0.1,-3,0,0.3,-1.0,-0.8,-0.2
COc1ccccc1NS(=O)(=O)c1ccc(C(=O)N2CCN(c3ccccc3O)CC2)cc1,1,-0.9,-4.9,-13,1.1,7,-2,-1.0,-0.3,-2.3,-3.1
Cc1ccc(C(=O)OCC(=O)NCc2cccs2)cc1C,0,-1.4,1.7,7,0.8,-5,-5,-0.2,-0.3,0.2,-1.5
COc1ccccc1CNCc1ccc(C)cc1,-3,-1.1,-1.6,-5,-0.6,2,1,-0.5,-0.1,-0.5,-1.4
Cc1ccc(/C=C/C(=O)Nc2ccc(S(=O)(=O)Nc3onc(C)c3C)cc2)cc1,-1,-0.3,-1.9,-38,0.2,-4,-2,0.0,0.4,0.2,2.2
Nc1nc(Sc2ccc(C(F)(F)F)cn2)n[nH]1,-3,-0.8,-0.1,5,-0.2,-6,-3,0.4,-0.9,0.1,0.8
COc1ccccc1NS(=O)(=O)c1cc([N+](=O)[O-])ccc1N/N=C/c1sc(N2CCOCC2)nc1-c1ccccc1,-7,-1.4,3.9,-1,-0.9,8,4,0.1,0.7,-0.8,0.3
CC(/C=N/NC(=O)Cn1cnc2ccccc21)=C\c1ccccc1,0,8.4*,-3.2,-7,-1.0,0,-4,0.3,-1.0,-0.5,-3.3
CN(Cc1ccccc1)C(=O)COc1ccc(Br)cc1Cl,-1,-0.8,1.3,0,-1.3,-4,1,-1.5,3.2,-0.3,-0.9

# Screening data: PubChem BioAssay, several laboratories
